# Source: PubChem (The Scripps Research Institute Molecular Screening Center)
# CHRM5 PAM – human M5 muscarinic receptor positive allosteric modulators, primary screen, CHO-K1 cells, Fluo-8 calcium fluorescence; activation, % at 3 µM; CHO-K1 hM5, ACh EC20 PAM; 0% = ACh EC20, 100% = ACh EC100; AID 624038, 2012; actives 0.3% (n = 360,000); Muscarinic acetylcholine receptor M5 (Homo sapiens), P08912;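 active = activation above the run cutoff, the mean activation of all test compounds plus 3 SD, cut at about 18% in these data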
# Target sequence (P08912 whole entry, looked up): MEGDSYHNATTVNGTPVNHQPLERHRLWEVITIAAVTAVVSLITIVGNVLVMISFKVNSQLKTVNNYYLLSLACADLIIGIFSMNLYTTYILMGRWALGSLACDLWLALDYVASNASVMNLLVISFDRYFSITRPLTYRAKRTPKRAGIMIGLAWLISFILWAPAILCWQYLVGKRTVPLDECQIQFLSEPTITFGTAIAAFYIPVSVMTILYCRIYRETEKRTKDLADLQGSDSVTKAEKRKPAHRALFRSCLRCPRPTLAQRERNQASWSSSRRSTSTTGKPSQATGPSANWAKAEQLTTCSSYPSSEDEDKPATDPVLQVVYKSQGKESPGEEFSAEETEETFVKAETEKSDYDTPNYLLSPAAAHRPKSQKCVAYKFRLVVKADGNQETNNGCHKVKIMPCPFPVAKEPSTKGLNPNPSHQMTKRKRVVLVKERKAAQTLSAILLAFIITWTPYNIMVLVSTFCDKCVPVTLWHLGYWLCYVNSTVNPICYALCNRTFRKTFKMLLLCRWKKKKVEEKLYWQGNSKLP
#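 Measured by: Fluo-8 calcium fluorescence; material: human M5 receptor in CHO-K1 cells; schedule: Post-acetylcholine fluorescence recording 140 s; benchmarks: low control EC20 acetylcholine (0%), high control EC100 acetylcholine (100%); read-out: Max/basal fluorescence ratio as % of EC20–EC100 ACh window; compound: single dose, 3 µM nominal final test concentration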
# M1 PAM parental – nonselective calcium activators in parental CHO-K1 cells, primary screen, counter-screen for M1 PAM project, cell-based, Fluo-8 calcium fluorescence, full deck, 1536-well. ATP EC20; 0% at ATP EC20, 100% at ATP max. activation, % at 3 µM. actives 0.02% (n = 360,000);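 active = activation above the run cutoff, the mean activation of all test compounds plus 3 SD, cut at about 40% in these data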;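 also: peak over basal fluorescence ratio in a 140 s read after ATP addition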
# M4 PAM – human M4 muscarinic receptor positive allosteric modulators, primary screen, CHO-K1 cells, Fluo-8 calcium fluorescence | Muscarinic acetylcholine receptor M4 (Homo sapiens), P08173 | CHO-K1 hM4/Gqi5, ACh EC20; 0% = ACh EC20, 100% = maximal ACh | activation, % at 3 µM | actives 0.4% (n = 360,000) | AID 624126, 2012;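 active = activation above its plate's cutoff, the mean activation of sample wells plus 3 SD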; also: some results filed as inactive read as strong as hits
# Target sequence (P08173 whole entry, looked up): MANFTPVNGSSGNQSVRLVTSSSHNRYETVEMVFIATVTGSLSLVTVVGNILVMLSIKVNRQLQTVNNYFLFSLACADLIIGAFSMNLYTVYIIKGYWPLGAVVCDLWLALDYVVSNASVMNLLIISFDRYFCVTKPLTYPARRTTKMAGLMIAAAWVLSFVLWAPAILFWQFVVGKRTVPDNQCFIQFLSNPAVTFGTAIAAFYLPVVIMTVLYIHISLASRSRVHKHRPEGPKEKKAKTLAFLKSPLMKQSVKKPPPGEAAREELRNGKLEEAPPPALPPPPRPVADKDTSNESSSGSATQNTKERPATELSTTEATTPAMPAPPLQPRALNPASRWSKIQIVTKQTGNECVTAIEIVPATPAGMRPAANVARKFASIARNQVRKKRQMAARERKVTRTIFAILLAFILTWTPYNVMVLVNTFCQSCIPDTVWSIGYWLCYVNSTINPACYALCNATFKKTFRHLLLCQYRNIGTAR
# M4 ag – human M4 muscarinic receptor agonists, primary screen, CHO-K1 cells, Fluo-8 calcium fluorescence; CHO-K1 hM4/Gqi5; vehicle 0%, full acetylcholine response 100%; activation, % at 3 µM; actives 0.14% (n = 360,000); Muscarinic acetylcholine receptor M4 (Homo sapiens), P08173;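 active = activation above the run mean over all test wells plus 3 SD, cut at about 32% in these data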;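 also: peak over basal fluorescence ratio per well then scaled between controls; 0% = DMSO wells and 100% = acetylcholine at EC100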
# M1 ag parental – counter-screen for M1 agonists: effect in parental CHO-K1 cells; actives 0.48% (n = 360,000); AID 602248, 2012; activation, % at 3 µM; Fluo-8 calcium fluorescence; scaled to maximal ATP response, vehicle zero; in the data active = activation above about 15%;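 also: untransfected CHO-K1 host cells lacking M1 receptor as counterscreen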
# CHRM4 antagonist – human M4 muscarinic receptor antagonists, primary screen, CHO cells, Fluo-8 calcium fluorescence; Muscarinic acetylcholine receptor M4 (Homo sapiens), P08173; CHO-hM4 cells, ACh EC80; inhibition, % at 3 µM; actives 0.73% (n = 360,000); AID 624125, 2012;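 active = inhibition above its plate's cutoff, the mean inhibition of sample wells plus 3 SD, cut at about 27% in these data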;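 also: 0% = acetylcholine EC80 with DMSO and 100% = DMSO without agonist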
# CHO-K1 Ca antag – counter-screen for M1 antagonists: effect in parental CHO-K1 cells; inhibition, % at 3 µM; AID 602250; actives 0.6% (n = 360,000); ATP-induced calcium, Fluo-8 fluorescence;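 active = inhibition above a per-plate cutoff, the plate's mean sample inhibition plus 3 SD, cut at about 24% in these data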;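 also: 0% = DMSO plus EC80 ATP and 100% = DMSO alone without ATP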
# CHRM5 antagonist – human M5 muscarinic receptor antagonists, primary screen, CHO cells, Fluo-8 calcium fluorescence; Muscarinic acetylcholine receptor M5 (Homo sapiens), P08912; CHO-hM5 cells, ACh EC80; inhibition, % at 3 µM; actives 0.59% (n = 360,000);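 active = inhibition above a per-plate cutoff, the mean of that plate's test compounds plus 3 SD, cut at about 27% in these data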;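 also: 0% = acetylcholine EC80 with DMSO and 100% = DMSO without agonist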
# CHRM5 agonist – human M5 muscarinic receptor agonists, primary screen, CHO-K1 cells, Fluo-8 calcium fluorescence; Muscarinic acetylcholine receptor M5 (Homo sapiens), P08912; CHO-K1 hM5 cells; 0% DMSO wells, 100% maximal acetylcholine response; activation, % at 3 µM; actives 0.19% (n = 360,000); AID 624037, 2012;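 active = activation above the run's mean over test compounds plus 3 SD, cut at about 23% in these data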;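 also: signal is peak over basal fluorescence ratio across the kinetic read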
# * marks the source's active call; other numbers are inactive results.
SMILES,CHRM5 PAM,M1 PAM parental,M4 PAM,M4 ag,M1 ag parental,CHRM4 antagonist,CHO-K1 Ca antag,CHRM5 antagonist,CHRM5 agonist
C/C(=N\NC(=O)C(=O)Nc1ccc(C)c(Cl)c1)c1ccncc1,-10,9,0,6,6.4,5,-8,10,5
CCN(CCCNC(=O)Cn1ncc2c([nH]c3ccc(C)cc32)c1=O)c1cccc(C)c1,10,8,13,0,0.1,-6,-2,-16,-2
O=C(c1cccs1)N1CCN(C23CC4CC(CC(C4)C2)C3)CC1,-6,10,-17,2,2.0,40*,-3,-14,-7
COc1ccc(/C=N/NC(=O)CNC(=O)/C=C/c2ccco2)cc1OC,2,-3,0,0,-0.4,1,-4,-2,-4
COc1ccc2nc(NC(=O)CS(=O)(=O)Cc3ccccc3)sc2c1,3,11,0,0,0.6,1,-2,8,-1
Cc1ccc(NC(=O)C(C)N2C(=O)c3ccccc3C2=O)cc1 (centres undefined),-1,-2,11,0,0.0,11,12,-3,-2
COc1ccc(CCNC(=O)C2CCCN2C(=O)Nc2ccc(Cl)cc2)cc1OC (centres undefined),3,1,-2,-1,-0.2,8,0,3,3
COc1cc(/C=N/NC(=O)c2cccnc2)ccc1OC(=O)c1cc(OC)c(OC)c(OC)c1,-3,6,4,9,6.9,-5,-15,-7,2
O=C(NCc1ccc(F)cc1)NC(=O)c1ccc(Cl)cc1,-3,0,6,1,0.3,5,-2,7,-4
C/C(=N\Nc1cccc([N+](=O)[O-])c1)c1ccccc1O,-3,18,-8,1,2.5,2,-10,-1,-9

# In a second layout: entries from further up
# Below each SMILES – CHRM5 PAM	M1 PAM parental	M4 PAM	M4 ag	M1 ag parental	CHRM4 antagonist	CHO-K1 Ca antag	CHRM5 antagonist	CHRM5 agonist
COc1ccc(CCNC(=O)C2CCCN2C(=O)Nc2ccc(Cl)cc2)cc1OC (centres undefined)
  3	1	-2	-1	-0.2	8	0	3	3
C/C(=N\NC(=O)C(=O)Nc1ccc(C)c(Cl)c1)c1ccncc1
  -10	9	0	6	6.4	5	-8	10	5

# The list goes on:
SMILES,CHRM5 PAM,M1 PAM parental,M4 PAM,M4 ag,M1 ag parental,CHRM4 antagonist,CHO-K1 Ca antag,CHRM5 antagonist,CHRM5 agonist
CC(OC(=O)CNC(=O)c1cccc(F)c1)C(=O)NC1CCCCC1C (centres undefined),4,10,0,1,3.2,1,-8,4,-3
Cc1ccccc1-n1c(SCC(=O)N2CCCC2)nnc1-c1ccccn1,19*,18,6,1,0.0,-4,-12,-21,2
CCC(/C=N/NC(=O)CCCCC(=O)N/N=C/C(CC)CC)CC,1,18,-1,0,-0.1,-1,-3,3,0
COc1ccc(C(=O)C2CCCN(Cc3cccn3-c3ccccn3)C2)c(C)c1 (centres undefined),-13,11,-17,19,12,9,-2,17,1
CC(Oc1ccc2c(-c3ccccc3)cc(=O)oc2c1)C(=O)N[C@H](Cc1c[nH]c2ccccc12)C(=O)O (some centres undefined),-2,5,9,0,0.0,-24,5,5,-1
O=C(c1ccc(Cl)cc1)N(Cc1cccs1)C1CCS(=O)(=O)C1 (centres undefined),-10,-8,5,2,0.5,-3,17,8,-2
O=C(c1ccccc1)N1CCCc2ccccc21,10,10,1,1,0.0,-2,-17,-11,-2
O=C(NCCN1CCCC(O)C1)c1cc(COc2cccc(C(F)(F)F)c2)on1 (centres undefined),-3,25,7,5,2.9,-5,-20,3,-1
Cc1c(NC(=O)CCc2ccccc2)cccc1[N+](=O)[O-],-1,-11,5,2,-0.3,-7,11,8,-6
Cc1cc([N+](=O)[O-])nn1CC(=O)Nc1cc(F)ccc1F,-2,-3,-5,1,16*,5,0,3,-6

# CHRM4 antagonist: entries above that show a hit.
mol | CHRM5 PAM | M4 PAM | M4 ag | CHRM4 antagonist | CHRM5 antagonist | CHRM5 agonist
O=C(c1cccs1)N1CCN(C23CC4CC(CC(C4)C2)C3)CC1 | -6 | -17 | 2 | 40* | -14 | -7

# The list goes on:
SMILES,CHRM5 PAM,M1 PAM parental,M4 PAM,M4 ag,M1 ag parental,CHRM4 antagonist,CHO-K1 Ca antag,CHRM5 antagonist,CHRM5 agonist
O=C(O)C1=C(C(=O)Nc2cc(C(F)(F)F)ccc2Cl)CCCC1,-3,4,18,1,-0.4,-16,6,0,-5
CC(C)C(=O)c1cn(CC(=O)NCc2ccc3c(c2)OCO3)c2ccccc12,0,6,-1,5,0.9,7,11,0,-4
N#C/C(=C\c1ccc(C#N)cc1)C(=O)c1ccccc1,3,-4,1,1,0.0,10,-7,1,-3
N#Cc1cccc(NC(=O)Cn2cnc(S(=O)(=O)N3CCCC3)c2)c1,-4,-6,3,1,0.3,5,2,10,-5
CC1CCN(C(=O)C(Cc2ccccc2)n2cccc2)CC1 (centres undefined),-15,0,-13,15,4.0,-1,12,15,0
CCCCCCn1c(CN2CCC(C)CC2)nc2c1c(=O)n(C)c(=O)n2C,-3,17,2,-1,0.6,-2,-14,3,1
COc1ccc2cc3cc(C(=O)N4CCN(Cc5ccc6c(c5)OCO6)CC4)oc3nc2c1,0,16,-1,2,0.3,9,-4,7,-4
c1ccc(Cn2nc(-c3ccccc3)nc2-c2ccccc2)cc1,-3,16,-5,-1,0.4,2,-8,-2,-3
O=C(C1CCC1)N1CCN(S(=O)(=O)c2ccccc2)CC1,-4,-13,7,2,0.0,-20,-3,2,-1
CC(CNC(=O)c1ccc(OC2CCN(Cc3ccccn3)CC2)cc1)c1ccccc1 (centres undefined),0,-18,-12,3,4.6,7,6,-3,-5
CCOC(=O)Cc1c(C)nc2c(C#N)c(C)nn2c1C,-9,-4,6,0,0.1,5,-14,-4,-5
CCOC(=O)c1cc(-c2ccc(OC)cc2)nn1-c1ccc(C(=O)O)cc1,10,18,10,0,-0.3,-15,-12,0,5
COc1ccc(CCNC(=O)CSc2nnc(CNC(=O)c3ccccc3F)o2)cc1OC,5,10,8,1,-0.1,6,-3,11,-1
CC(C)(C)OC(=O)N1CCC(NC(=O)c2nc[nH]c2C(=O)N2CCN(C(=O)OC(C)(C)C)CC2)CC1,-4,1,6,2,0.9,1,-8,10,4
CCOc1ccccc1C=NN1CCCCCC1,2,12,3,1,0.5,-11,-18,9,-5
Cc1cc(=O)[nH]c(SC(C(=O)O)c2ccccc2)n1 (centres undefined),-2,1,7,0,-0.1,-7,1,0,-1
Cc1ccc(SCC(=O)NCC2COc3ccccc3O2)cc1 (centres undefined),4,14,7,0,-0.8,-11,-17,11,-2
Cc1ccc(-n2ccn(CC(=O)NCCc3ccccc3)c(=O)c2=O)cc1C,2,1,2,1,0.6,4,-14,3,-2
Cc1ccc(N(CC(O)CON=C2c3ccccc3-c3ccccc32)S(C)(=O)=O)cc1 (centres undefined),0,5,-4,6,3.7,9,-15,3,2
Cc1ccc(N(CC(=O)NC(C)C)C(=O)CCC(=O)Nc2nccs2)cc1,2,19,-1,1,2.0,-2,-1,8,-1
O=C(Nc1cccc(Cl)c1)c1csc(COCCO)n1,-5,7,7,1,1.1,-8,-8,1,0
CCCCN1C(=S)SC(C)(C)C1/[N+]([O-])=C/c1ccc(S(=O)(=O)NC)cc1 (centres undefined),3,0,4,2,1.1,-8,-7,-5,0
O=C(N/N=C\c1coc2ccccc2c1=O)c1ccco1,0,5,2,1,3.0,-11,4,4,-2
C[C@@H]1CN([C@H](C)CO)C(=O)CCCn2cc(nn2)CO[C@H]1CN(C)C(=O)Nc1ccc2c(c1)OCO2,-4,11,0,0,0.5,-6,-2,0,-3
O=C(C[n+]1cccc(/C=N/O)c1)NC(=O)Nc1ccccc1,-2,15,1,1,3.9,-3,-12,-3,-2
Cn1nc(C(F)(F)F)c(-c2ccccc2)c1NC(=O)CCC(=O)O,-2,19,0,1,0.8,4,-9,1,-2
O=C(c1cc([N+](=O)[O-])cc([N+](=O)[O-])c1)N1CCN(Cc2ccc3c(c2)OCO3)CC1,-3,8,-3,1,0.3,9,11,8,-2
CC(C)(C)C1CCc2onc(C(=O)Nc3ccc(F)cc3F)c2C1 (centres undefined),1,14,15,-2,0.2,-18,-7,-11,-2
COc1cc(C(=O)N2CCN(C(=O)c3cccc4ccccc34)CC2)cc(OC)c1OC,5,10,11,2,-0.1,-8,-10,-6,-3
Cc1[nH]nc(-c2ccc(OCc3cnn(-c4ccccc4)c3)c(C)c2O)c1Oc1ccccc1,-1,21,3,0,1.7,4,-18,-9,-1
CCC(=Cc1ccccc1OC)c1ccncc1,0,3,-2,-1,-0.9,1,-13,4,-5
Cc1nn2c(-c3ccccc3)nnc2c2ccccc12,2,0,13,-1,0.1,1,7,-1,-3
CC(C)c1ccccc1NC(=O)c1cccnc1,-5,7,3,0,-0.1,0,3,3,-3
CCc1ccc(CNC(=O)C2CCC(=O)N(CCc3ccc(Cl)cc3)C2)nc1 (centres undefined),-9,-10,-5,-1,0.1,17,7,15,-3
COc1ccc(/C(C)=N/NS(=O)(=O)c2cc(C)ccc2C)c(OC)c1,-10,3,2,1,-0.3,-8,0,7,-2
COc1ccc(CCC(C)N2CCc3ccccc3C2)cc1 (centres undefined),-8,0,-11,0,1.0,17,-3,6,-24
COc1cccc(CN2CCN(Cc3cc4ccccc4o3)CC2CCO)c1 (centres undefined),0,12,9,2,1.0,-10,-5,-2,0
CC(=O)NCCc1nc2cc(NC(=O)c3ccccc3Cl)ccc2n1C,-6,5,1,0,0.7,-4,-11,3,-3
CCc1cnc(Nc2nc(C(N)Cc3ccc(F)cc3)cs2)nc1 (centres undefined),2,23,4,25,12,5,-5,2,6
CCOC(=O)CCSc1nc(C(C)(C)C)cc(C(F)(F)F)c1C#N,-5,10,-3,-1,0.0,1,-4,6,1
O=C(NC1CCS(=O)(=O)C1)c1cccc(Cl)c1 (centres undefined),2,-1,4,2,1.9,5,0,5,2
O=C(/C=C/c1cccc(C(F)(F)F)c1)N1CCN(c2ccccn2)CC1,-1,-13,3,2,0.7,-7,-5,8,-4
Cc1sc2nc(CSCC(=O)N3CC(C)OC(C)C3)[nH]c(=O)c2c1C (centres undefined),3,21,4,1,1.1,-6,-7,10,-2
CC1CCN(C(=O)CN2C(=O)COc3ccc(Cl)cc32)CC1,-6,-23,-9,2,1.8,5,-8,23,-4
O=C(NNC(=O)c1cc(-c2ccncc2)nc2ccccc12)c1cccc(Cl)c1,-5,-8,-2,3,1.0,4,-3,4,2
COc1cc(CNC2CCCCC2)c(Br)cc1OC1CCCC1,6,1,-10,6,2.0,10,7,0,7
COc1cccc(OCCOc2ccccc2[N+](=O)[O-])c1,-2,6,8,1,0.5,1,-4,6,-7
Cc1cc(C)cc(Oc2ccc(S(=O)(=O)N3CCN(C)CC3)cn2)c1,4,3,5,2,4.4,-6,-14,-2,0
Cc1cc(C(F)F)n2nc(C(=O)Nc3ccc(S(=O)(=O)N4CCCC4)cc3)nc2n1,1,7,0,2,-0.1,6,7,-1,1
COc1ccc(NS(=O)(=O)c2cc(OCC(N)=O)c(C)cc2Cl)cc1,5,-5,0,3,0.5,6,5,-6,4
